Epigenetic derep = derepresses silenced GFP reporter in murine cells | 280,000 tested, 0.2% active | Potency, µM (titrated, usually from 53.9 µM), inactives show at the highest dose GFP activation, usual class: activators | AID 1865 | murine LDR cells, GFP reporter derepression, 30 h; active = well fitted activation curve with a large enough effect; inconclusive = small, poorly fitted or top-dose-only effect; note: % of control where 0% means no effect; nearly all actives have a fitted effect of over 60% in size
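In this reporter-derepression format, murine cells bearing a silenced integrated CMV-GFP locus incubate with test compound (30 h, 37 C), then are washed and imaged; fluorescent objects of 20–120 um count as induced cells.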
The depositor's hits bear a star; ? = inconclusive. Potency is the fitted concentration of half-maximal effect. These rows are one share of the data; count on the stated rates, not on these rows.

Epigenetic derep	Compound
0.0%	COc1ccc(NC(=O)c2cnc3cc(C)ccn3c2=O)c(OC)c1
5.1%	CCN(CC)c1ccc(C2C(C(N)=O)=C(C)Nc3nc(SCc4ccccc4)nn32)cc1 (stereo unspecified)
-4.8%	Cc1nn(C(=O)COc2ccc(Cl)cc2)c(C)c1Sc1ccccc1
2.0%	CCc1ccccc1NC(=O)Cn1nnc(-c2nc(-c3ccncc3)no2)c1N
1.0%	COc1ccc(OC)c(CNC(=O)c2cc3c(-c4ccc(OC)c(OC)c4)nn(C)c3s2)c1
-1.1%	CCOc1ccc(CCNC(=O)CN2C(=O)COc3ccc(S(=O)(=O)N(CC)CC)cc32)cc1
-1.6%	C=C(C)CSc1nc2sc3c(c2c(=O)n1CCCC)CCCC3
-1.1%	O=C(Nc1ccc(Cl)cc1F)c1oc(=O)c2ccccc2c1-c1ccccc1
?	Cc1ccc(C)c(NC(=O)Cn2c(=O)n(Cc3ccccc3)c(=O)c3oc4ccccc4c32)c1
-4.0%	Cc1ccc(-c2csc(-c3c(N)c(C(=O)c4ccc5c(c4)OCO5)n4ccccc34)n2)cc1C
-1.1%	Cc1ccc(S(=O)(=O)N(CC(=O)NCCc2ccc(Cl)cc2)c2ccccc2C)cc1
-2.5%	CCOc1ccc(CCNC(=O)Cn2c(C)c3cnn(-c4ccccc4)c(=O)c3c2C)cc1
-0.8%	COc1ccc(Cl)cc1NC(=O)CCS(=O)(=O)c1nc(-c2cccs2)cc(C(F)(F)F)n1
-1.9%	COc1ccc(CCN2C(=O)c3[nH]nc(-c4ccccc4O)c3C2c2ccc(OC)c(OC)c2)cc1 (stereo unspecified)
0.0%	COCCCNC(=O)c1ccc(Cn2c(=O)c3ccccc3n(CC(=O)Nc3ccc(C)cc3C)c2=O)cc1
1.1%	Cc1ccccc1-c1nc(CS(=O)(=O)CC(=O)Nc2c(C)cccc2C)c(C)o1
3.1%	COc1ccc(NC(=O)[C@@H](c2ccccc2)N2Cc3ccccc3C2=O)cc1OC
0.8%	COc1cccc(C2CC(=O)N(c3ccc(F)cc3)C3=C2C(=O)OC3)c1OC (stereo unspecified)
-1.8%	Cc1ccc(Cl)cc1NC(=O)CCC(=O)N1CC(C)Sc2ccccc21 (stereo unspecified)
-1.9%	COc1cccc(CNC(=O)c2cc(-c3ccc(Cl)cc3)n[nH]2)c1
1.8%	Cc1nc2sccn2c(=O)c1S(=O)(=O)N1CCN(c2ccc(F)cc2)CC1
2.3%	Cc1ccc(C(=O)CC2(O)C(=O)N(CCc3ccccc3)c3ccc(Cl)cc32)cc1 (stereo unspecified)
-1.6%	Cc1ccc(C(=O)Nc2ccc(C(=O)O)cc2)cc1S(=O)(=O)N1CCC(C)CC1
-1.5%	CCCCNc1nc(Oc2ccc(=O)[nH]n2)nc(N(C)C)n1
-1.9%	Cc1ccc2occ(CC(=O)N(Cc3ccc(N(C)C)cc3)C3CCS(=O)(=O)C3)c2c1 (stereo unspecified)
0.3%	O=C(Nc1ccccc1F)c1ccc(-c2ccccc2)s1
-2.0%	CCOc1ccc(C2=NC(c3cccs3)=Nc3ccc(CC)cc3N2)cc1OCC
0.7%	COc1ccccc1C(=O)N1CCC(c2c[nH]c3ccccc23)(c2c[nH]c3ccccc23)CC1
-0.1%	CCCCNS(=O)(=O)c1ccc(C)c(-c2nnc3c4ccccc4c(C)nn23)c1
1.1%	CCOc1ccc(-c2nc(-c3ccccc3)c(-c3ccccc3)[nH]2)cc1OCC

Fetched by compound from above:
Epigenetic derep	Compound
-0.1%	CCCCNS(=O)(=O)c1ccc(C)c(-c2nnc3c4ccccc4c(C)nn23)c1
1.1%	CCOc1ccc(-c2nc(-c3ccccc3)c(-c3ccccc3)[nH]2)cc1OCC
3.1%	COc1ccc(NC(=O)[C@@H](c2ccccc2)N2Cc3ccccc3C2=O)cc1OC
-1.9%	COc1cccc(CNC(=O)c2cc(-c3ccc(Cl)cc3)n[nH]2)c1

Further entries
Epigenetic derep	Compound
-1.8%	COc1ccc(Cl)cc1NC(=O)c1ccc2c(c1)CCCN2S(C)(=O)=O
1.6%	Cc1cc(S(=O)(=O)Nc2cc3c(cc2N2CCOCC2)n(C)c(=O)n3C)ccc1F
-3.3%	COc1ccc(C2C=C(c3ccccc3)Nc3nc(NC(=O)/C=C/c4ccccc4OC)nn32)cc1 (stereo unspecified)
-1.6%	CC1CCc2c(sc(NC(=O)Cc3ccccc3)c2C(=O)Nc2ccc(Cl)cc2)C1 (stereo unspecified)
2.7%	COc1ccc(CCn2c(=O)c3cccnc3n(CC(=O)Nc3ccc(C)c(F)c3)c2=O)cc1OC
2.1%	COc1ccc(C2C=C(c3ccccc3)Nc3nc(NC(=O)c4ccc(C)cc4)nn32)cc1 (stereo unspecified)
-1.9%	Cc1cc2oc(C(=O)Nc3sc4c(c3C(=O)NCc3ccccc3)CCCC4)cc(=O)c2cc1C
-3.1%	Cc1cccc(Cn2c(=O)n(CCc3ccccc3)c(=O)c3sc4ccccc4c32)c1
-0.4%	Cc1ccc(C)c(NC(=O)C2CCCN2S(=O)(=O)c2ccc3c(c2)CCCC(=O)N3)c1 (stereo unspecified)
4.4%	Cc1ccc(Cl)cc1NC(=O)CCS(=O)(=O)c1ccc(Br)s1
-4.3%	COc1ccc(C(CC(=O)NCc2ccc(Cl)cc2)N2Cc3ccccc3C2=O)cc1OC (stereo unspecified)
-1.7%	Cc1cccc(OCCSc2nc3ccccc3n2CC(=O)N2CCCCC2)c1C
0.0%	CCCCS(=O)(=O)c1oc(-c2cccs2)nc1S(=O)(=O)c1ccc(F)cc1
-2.5%	COc1ccc(NC(=O)Cn2nc(SC)c(S(=O)(=O)c3ccc(C)cc3)c2N)cc1OC
0.8%	COc1cc(OC)cc(-c2nc3nc(C)c(CCC(=O)Nc4ccc(C)c(C)c4)c(C)n3n2)c1
2.4%	Cc1csc2nc(COc3ccc(NC(=O)c4ccccc4F)cc3)cc(=O)n12
-0.1%	Cc1cccc(N2CCN(C(=O)CCn3c(=O)c4cccn4c4cccnc43)CC2)c1C
0.0%	CCOC(=O)c1cnc2nc(NCc3ccc(OCC)cc3)[nH]n2c1=O
3.7%	Cc1ccc(-c2noc(CNC(=O)c3ccc(Br)o3)n2)cc1
-1.5%	COc1cccc(CSc2nc(-c3ccccc3OC)nc3c2Cc2c(CO)cnc(C)c2O3)c1
2.9%	COc1ccc(OC)c(S(=O)(=O)N2Cc3ccccc3CC2C(=O)Nc2ccc(C(C)=O)cc2)c1 (stereo unspecified)
5.1%	COc1ccc(S(=O)(=O)c2cc(NS(=O)(=O)c3ccc(Cl)cc3)c(C)c(C)c2O)cc1
-1.9%	Cc1ccc2c(CC(=O)Nc3cc(C(F)(F)F)ccc3Cl)coc2c1C
3.7%	CCc1nc2nc(C)cc(Nc3ccc(Br)cc3F)n2n1
-0.7%	CCN(Cc1ccccc1)C(=O)Cn1c(=O)n(-c2cccc(C)c2)c(=O)c2c1c1cc(C)ccc1n2C
0.8%	Cc1ccc2c(c1)c(=O)c1ccccc1n2CCCC(=O)Nc1ccc(F)cc1F
4.6%	CC(C)COc1ccc(Nc2ncnc3ccc(Br)cc23)cc1
-0.3%	COc1cccc(CNc2nccn(-c3ccc(OC)c(OC)c3)c2=O)c1
?	N#Cc1ccccc1Cn1nnc2c(=O)[nH]c(C3CCCN(S(=O)(=O)c4ccc(F)cc4)C3)nc21 (stereo unspecified)
11%	COc1cc(C2c3c(oc4ccccc4c3=O)C(=O)N2c2nc(C)c(C)s2)ccc1O (stereo unspecified)
?	Cc1ccc2c(=O)c(C(=O)c3cccc(Cl)c3)cn(CC(=O)NC3CCCCC3)c2n1
1.6%	Cc1ccc(Nc2c(-c3ccc(N4CCOCC4)cc3)nc3cccc(C)n23)cc1
-3.2%	CCc1nnc(SCc2ccc(F)cc2Cl)c2cc3sc(C)cc3n12
0.0%	CCOc1ccccc1NS(=O)(=O)c1ccc2c(c1)oc(=O)n2C
-0.3%	COc1ccc(OCC(=O)N2CCN(C(=O)c3cccc(OC)c3OC)CC2)cc1
3.8%	Cc1ccc(NC(=O)C2CCCN(S(=O)(=O)c3c(C)n[nH]c3C)C2)cc1C (stereo unspecified)
0.2%	COc1ccc(NC(=O)c2ccc3c(c2)c(C)c(C)n3Cc2ccc(F)cc2)c(OC)c1
5.3%	COc1ccccc1NC(=O)CSc1ncc2c(n1)-c1cc(Cl)ccc1N(Cc1ccccc1)S2(=O)=O
-0.2%	Cc1cc2nc(-c3cccc(NC(=O)COc4ccc(C(C)C)cc4)c3)oc2cc1C
-1.1%	CCCN(CCC)CCNC(=O)c1cc2c(-c3ccccc3F)nn(C)c2s1
-1.6%	CCOc1ccccc1C1CC(=O)Nc2c1c(=O)n(C)c1ncnn21 (stereo unspecified)
7.8%	CCOc1ccc(NC(=O)CSc2ncc3c(n2)-c2ccc(Cl)cc2N(Cc2ccccc2)S3(=O)=O)cc1
-0.2%	COc1ccccc1NC(=O)C1=C(C)Nc2nnnn2C1c1ccc(C(F)(F)F)cc1 (stereo unspecified)
0.3%	COc1ccc(NC(=O)CN2CCCN(Cc3ccc(Cl)cc3)S2(=O)=O)cc1Cl
0.6%	COc1cccc(-n2c(=O)c3c(C)c(C)sc3n(Cc3ccccc3C#N)c2=O)c1

An excerpt from above in order of molar mass, largest number first:
Epigenetic derep	Compound
7.8%	CCOc1ccc(NC(=O)CSc2ncc3c(n2)-c2ccc(Cl)cc2N(Cc2ccccc2)S3(=O)=O)cc1
5.3%	COc1ccccc1NC(=O)CSc1ncc2c(n1)-c1cc(Cl)ccc1N(Cc1ccccc1)S2(=O)=O
?	Cc1ccc2c(=O)c(C(=O)c3cccc(Cl)c3)cn(CC(=O)NC3CCCCC3)c2n1
-0.3%	COc1ccc(OCC(=O)N2CCN(C(=O)c3cccc(OC)c3OC)CC2)cc1
-3.2%	CCc1nnc(SCc2ccc(F)cc2Cl)c2cc3sc(C)cc3n12
-1.6%	CCOc1ccccc1C1CC(=O)Nc2c1c(=O)n(C)c1ncnn21 (stereo unspecified)

Next part:
Epigenetic derep	Compound
1.1%	Cc1nn(CC(=O)NCC(C)c2ccccc2)c(=O)c2cc3ccccc3n12 (stereo unspecified)
-0.3%	O=C(NCCCN1CCN(c2ccccc2F)CC1)c1nnc(Cc2ccc(Cl)cc2Cl)o1
2.2%	Cc1ccc(CCNC(=O)C2CCCN(S(=O)(=O)c3ccc4c(c3)oc(=O)n4C)C2)cc1 (stereo unspecified)
6.5%	Cc1cccc(Oc2ccc3c(c2)Oc2ccccc2NC3=O)c1
-1.7%	COc1cccc(Cn2c(=O)n(Cc3ccccc3)c(=O)c3c2c2cc(OC)ccc2n3C)c1
-3.9%	CCc1ccc2oc(C(=O)Nc3nc(-c4ccccc4)ns3)c(C)c2c1
1.5%	CCc1ccc(-n2nc(CO)c(C(=O)NCc3ccccc3Cl)n2)cc1
16µM*	CCOc1ccc(NC(=O)c2sc3nc4c(cc3c2N)CN(Cc2ccccc2)CC4)cc1
-1.6%	Cc1ccccc1NC(=O)c1c(NC(=O)C(F)(F)F)sc2c1CCCCC2
-0.2%	CCc1ccc(/C=C(/C#N)c2nc(-c3ccc(C)cc3)cs2)cc1
0.0%	COc1cccc(N2CCN(C(=O)c3cc4c(s3)-c3c(C)cccc3OC4)CC2)c1
-0.3%	CC(C)OCCCNc1sc(S(=O)(=O)c2ccccc2)nc1S(=O)(=O)c1ccc(Cl)cc1
-2.5%	CCN(CC)S(=O)(=O)c1ccc2c(c1)N(CC(=O)Nc1ccccc1F)C(=O)C1CCCN21 (stereo unspecified)
16µM*	COc1ccc(CNC(=O)CSc2ncc3c(n2)-c2ccc(Cl)cc2N(Cc2ccccc2)S3(=O)=O)cc1
1.7%	O=C(CSc1c2c(nc3cc(Cl)ccc13)CCCC2)N1CCN(c2ccccc2)CC1
2.4%	COc1cccc(CNCc2c(C(=O)O)n(Cc3ccc(C)cc3)c3cc(C)ccc23)c1OC
-1.8%	COC(=O)c1ccccc1NC(=O)c1cc(-c2ccc(Cl)cc2)on1
1.9%	CCOc1ccc(/C=C/c2nc(C#N)c(Nc3ccc(OCC)cc3)o2)cc1
-1.5%	COC(=O)c1cccnc1-n1c(=O)c2cccnc2n(CC(=O)Nc2cccc(C(F)(F)F)c2)c1=O
4.3%	COc1ccc(-c2noc(CSc3nc(C)cc(=O)[nH]3)n2)cc1OC
-2.8%	COC(=O)c1ccc(NC(=O)n2ncc3c(C)cccc32)cc1
-3.3%	CCOc1ccc(CCNC(=O)c2nn(C)c3c2CSc2ccccc2-3)cc1
-5.5%	CCN(c1ccccc1)c1nnc(NC(=O)Nc2cccc(Cl)c2C)s1
-1.9%	CCc1ccc(CNc2nc3nc(C)c(Cc4ccccc4)c(=O)n3[nH]2)cc1
2.6%	CCS(=O)(=O)N1CCc2cc(C(=O)NCCc3ccccc3)ccc21
10%	COc1ccccc1CCNC(=O)c1ccc(-c2nc(CSc3ccc(C)cc3)c(C)o2)cc1
-1.6%	CCOC(=O)c1c(C)n(S(=O)(=O)c2ccc(C)cc2C)c2ccc(NS(=O)(=O)c3ccc(C)cc3C)cc12
1.3%	Clc1cccc(N2CCN(c3c4c(nc5nncn35)CCC4)CC2)c1
14%	CCC(C(=O)Nc1ccc(C(=O)OC)cc1)n1nc(-c2ccc(C)cc2)c2c(c1=O)CCCC2 (stereo unspecified)
-1.6%	CCc1cccc(C)c1NC(=O)Cn1cnc2c1c(=O)n(C)c(=O)n2C
0.9%	CC(C)OCCCn1c(=O)c2ccccc2n2c(-c3ccccc3F)nnc12
1.5%	COc1ccccc1CNC(=O)Cc1c(C)c2c(cc(C)c3c(C)coc32)oc1=O
0.8%	Cc1oc(-c2ccccc2F)nc1CSCC(=O)NCc1ccccc1

Source: PubChem (National Center for Advancing Translational Sciences (NCATS))
